GPR55 activation: GPR55 agonists via beta-arrestin recruitment, primary screen, imaging, U2OS cells, beta-arrestin-GFP redistribution (AID 1961) | hit rate 0.048% among 290,000 | G-protein coupled receptor 55 (Homo sapiens) | one-dose activation, % at 10 µM; EC50 in µM for titrated hits | U2OS GPR55 beta-arrestin-GFP redistribution imaging; higher % means a stronger effect;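 active = activation above 40% with more than 50 cells counted in the well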;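 note: U2OS osteosarcoma cells stably expressing GPR55 and beta-arrestin-GFP; plate controls were DMSO negative control for no effect and LPI positive control for full effect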
NOD1 NF-kB reporter: NOD1 signaling inhibitors, primary screen, cell-based, luminescence, uHTS (AID 1578); NOD1-driven NF-kB luciferase reporter cells, luminescence; higher % means a stronger effect; one-dose inhibition, % at 4 µM; EC50 in µM for titrated hits; hit rate 1% among 290,000; in the data active = inhibition mostly above about 36%, no sharp cut-off; inactive = mostly below about 34%;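 note: HEK-293T reporter cells stimulated with the NOD1 agonist gamma-tri-DAP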
GPR35 arrestin U2OS: GPR35 antagonists blocking zaprinast-driven arrestin recruitment, primary screen, imaging, U2OS, beta-arrestin-GFP, zaprinast agonist (AID 2058) | one-dose inhibition, % at 10 µM; IC50 in µM for titrated hits | U2OS GPR35 beta-arrestin-GFP translocation imaging, zaprinast antagonism; higher % means a stronger effect | hit rate 0.052% among 290,000 | G-protein coupled receptor 35 (Homo sapiens);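 active = inhibition of at least 50% with at least 30 cells and total cytoplasm GFP at most 10,000,000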
GPR55 antagonists: GPR55 antagonists blocking LPI-driven arrestin recruitment, primary screen, imaging, U2OS, beta-arrestin-GFP, LPI agonist (AID 2013); hit rate 0.13% among 290,000; G-protein coupled receptor 55 (Homo sapiens); U2OS GPR55 beta-arrestin-GFP translocation imaging, LPI antagonism; higher % means a stronger effect; inhibition, % at 10 µM, or IC50 in µM where a hit was titrated;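 active = spots per cell inhibited over 60%, with over 100 cells counted and total cytoplasm intensity under 500,000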;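 note: U2OS cells stably carrying GPR55 and arrestin-GFP stimulated by 5 µM LPI near EC80; imaged beta-arrestin-GFP aggregate spots per cell after agonist stimulation; plate controls were LPI-stimulated DMSO wells for no effect and DMSO wells without LPI for full effect; some results filed as inactive read as strong as hits; confirmed hits need IC50 under 10 µM and bright autofluorescent wells are also inconclusive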
HIV peptide binding: inhibitors of HIV fusion peptide binding, primary screen, biochemical, uHTS, fluorescence dequenching (AID 1986); hit rate 0.3% among 290,000; cell-free peptide binding, fluorescence dequenching, 30 min; higher % means a stronger effect; inhibition, % at 20 µM, or IC50 in µM where a hit was titrated; in the data active = inhibition mostly above about 52%, no sharp cut-off; inactive = mostly below about 76%; note: some results filed as inactive read as strong as hits
Myeloid diff 2: induction of myeloid progenitor differentiation, primary screen, cell-based, flow cytometry, MLPCN library. ER-HoxA9 myeloid progenitors, lysozyme-GFP differentiation. hit rate 1% among 360,000. calls only at 10 µM. AID 624256, 2012;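 active = normalized GFP-positive differentiation at or above the plate's own cutoff, the solvent-only control mean plus 3 SD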;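 note: cells exposed to compound for four days before flow analysis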
NOD2 inhibition: NOD2 signaling inhibitors, cell-based, luminescence, uHTS, HEK293 (AID 1566); HEK293 NOD2/NF-kB luciferase reporter, luminescence; higher % means a stronger effect; inhibition, % at 4 µM; hits with a dose series show EC50 in µM; hit rate 0.63% among 290,000; note: many of its hits are not listed in these tables
KOR beta-arrestin-1: KOR antagonists, beta-arrestin recruitment, cell-based, luminescence, uHTS (AID 1778); hit rate 0.091% among 290,000; one-dose inhibition, % at 10 µM; IC50 in µM for titrated hits; KOR beta-arrestin recruitment, luminescence, antagonist mode; higher % means a stronger effect; note: strong numbers were not always called active
KOR beta-arrestin-2: KOR agonists, beta-arrestin recruitment, primary screen, cell-based, luminescence, uHTS (AID 1777) | Kappa-type opioid receptor (Homo sapiens) | KOR beta-arrestin recruitment, luminescence; higher % means a stronger effect | activation, % at 10 µM; hits with a dose series show EC50 in µM | hit rate 0.02% among 280,000; in the data active = activation above about 50%, passing the limit was not always enough; note: a part of the inactive calls stands beside numbers as strong as those of hits
Myeloid diff 2 GFP+ MAC1+ %: second read-out of Myeloid diff 2, no call of its own (marks repeat the call); GFP+ MAC1+ double positive, %; measured here: differentiation confirmed by MAC1 staining
An asterisk follows results filed as active; [ ] = remark or other dose. Cut-off read from the data, not from the text of the source, unless noted: active = inhibition above about 50%; inactive = the rest. An excerpt, so the mix of outcomes need not match the whole.

Results for Cn1c(=O)c2[nH]c(N3CCN(c4ccccn4)CC3)nc2n(C)c1=O ?
GPR55 activation: -0.1%; NOD1 NF-kB reporter: 0.3%; GPR35 arrestin U2OS: -2.4%; GPR55 antagonists: 2.0%; HIV peptide binding: -1.8%; NOD2 inhibition: 8.5%; KOR beta-arrestin-1: 17.0%[20 µM]

Results for CCCn1nc2cc(C(=O)NCc3ccc(OC(F)(F)F)cc3)ccc2c1OCC ?
GPR55 activation: 0.4%; NOD1 NF-kB reporter: -22.2%; GPR35 arrestin U2OS: 11.7%; GPR55 antagonists: 12.6%; HIV peptide binding: -1.1%; Myeloid diff 2: inactive; NOD2 inhibition: 22.8%; KOR beta-arrestin-1: 10.6%; KOR beta-arrestin-2: -6.5%; Myeloid diff 2 GFP+ MAC1+ %: 1.2

What do the screens show for `O=C(NC1CC2CCCC(C1)N2S(=O)(=O)c1ccccc1)C1CCCCC1` (stereo unspecified)?
GPR55 activation: -0.2%; NOD1 NF-kB reporter: 4.6%; GPR35 arrestin U2OS: 2.1%; GPR55 antagonists: 8.4%; HIV peptide binding: -2.9%; Myeloid diff 2: inactive; NOD2 inhibition: -3.4%; KOR beta-arrestin-1: -13.1%; KOR beta-arrestin-2: 10.7%; Myeloid diff 2 GFP+ MAC1+ %: 2.6

What do the screens show for `CCC(C)NC(=O)CSc1nc2c(sc(=S)n2-c2cc(Cl)ccc2OC)c(=O)[nH]1` (stereo unspecified)?
GPR55 activation: 0.0%; NOD1 NF-kB reporter: -2.0%; GPR35 arrestin U2OS: -14.4%; GPR55 antagonists: 7.3%; HIV peptide binding: 11.0%; Myeloid diff 2: inactive; NOD2 inhibition: 11.7%; KOR beta-arrestin-1: 3.4%; KOR beta-arrestin-2: 4.0%; Myeloid diff 2 GFP+ MAC1+ %: 0.5

Results for COc1cc(NC(=O)C2CC(c3c(F)cccc3Cl)=NO2)c(OC)cc1Cl (stereo unspecified) ?
GPR55 activation: -0.1%; NOD1 NF-kB reporter: 9.1%; GPR35 arrestin U2OS: 4.6%; GPR55 antagonists: 9.2%; HIV peptide binding: 0.1%; Myeloid diff 2: inactive; NOD2 inhibition: 2.5%; KOR beta-arrestin-1: -17.0%[20 µM]; KOR beta-arrestin-2: 4.0%; Myeloid diff 2 GFP+ MAC1+ %: 0.5

How did COc1ccc(C(C(=O)NC2CCCC2)N(C(=O)CNC(=O)c2ccco2)c2cccnc2)cc1 (stereo unspecified) do in these assays?
GPR55 activation: -0.3%; NOD1 NF-kB reporter: -12.2%; GPR35 arrestin U2OS: 6.2%; GPR55 antagonists: -6.3%; HIV peptide binding: 0.0%; Myeloid diff 2: inactive; NOD2 inhibition: 17.3%; KOR beta-arrestin-1: 1.1%; KOR beta-arrestin-2: -5.8%; Myeloid diff 2 GFP+ MAC1+ %: 3.4

What do the screens show for `COc1ccccc1S(=O)(=O)Nc1cccc(-c2nnc3n2CCCCC3)c1`?
GPR55 activation: -0.1%; NOD1 NF-kB reporter: -4.8%; GPR35 arrestin U2OS: -18.0%; GPR55 antagonists: 26.1%; HIV peptide binding: -0.4%; Myeloid diff 2: inactive; NOD2 inhibition: 21.0%; KOR beta-arrestin-1: -11.6%; KOR beta-arrestin-2: 0.9%; Myeloid diff 2 GFP+ MAC1+ %: 0.7

What do the screens show for `CCN(CC)C(=O)CSc1nc2ccccc2c(=O)n1CCC(=O)NCCc1ccc(OC)c(OC)c1`?
GPR55 activation: -0.5%; NOD1 NF-kB reporter: -1.4%; GPR35 arrestin U2OS: -3.3%; GPR55 antagonists: -5.7%; HIV peptide binding: -2.2%; Myeloid diff 2: inactive; NOD2 inhibition: 9.6%; KOR beta-arrestin-1: 2.4%; KOR beta-arrestin-2: -6.4%; Myeloid diff 2 GFP+ MAC1+ %: 0.2

Results for FC(F)(F)c1cc(N2CCNCC2)c2ccccc2n1 ?
GPR55 activation: -0.3%; NOD1 NF-kB reporter: -0.3%; GPR35 arrestin U2OS: 10.2%; GPR55 antagonists: -9.5%; HIV peptide binding: -0.7%; Myeloid diff 2: inactive; NOD2 inhibition: 12.4%; KOR beta-arrestin-1: -13.1%; KOR beta-arrestin-2: 3.1%; Myeloid diff 2 GFP+ MAC1+ %: 0.4

How did COc1ccc(-n2c(C)cc(SC)c(C(C)=O)c2=S)cc1 do in these assays?
GPR55 activation: -0.1%; NOD1 NF-kB reporter: 2.7%; GPR35 arrestin U2OS: 3.6%; GPR55 antagonists: 1.0%; HIV peptide binding: -1.4%; Myeloid diff 2: inactive; NOD2 inhibition: -2.9%; KOR beta-arrestin-1: -24.3%; KOR beta-arrestin-2: 5.0%; Myeloid diff 2 GFP+ MAC1+ %: 0.9

How did O=C(NCC(c1cccnc1)N1CCN(c2ccccc2F)CC1)c1ccccc1 (stereo unspecified) do in these assays?
GPR55 activation: -0.1%; GPR35 arrestin U2OS: -4.4%; GPR55 antagonists: 15.9%; HIV peptide binding: -1.3%; Myeloid diff 2: inactive; NOD2 inhibition: 4.1%; KOR beta-arrestin-1: 24.5%; KOR beta-arrestin-2: -2.0%; Myeloid diff 2 GFP+ MAC1+ %: 5.0

How did Cc1cc(-c2ccc(Cl)cc2Cl)c(C#N)c(=O)[nH]1 do in these assays?
GPR55 activation: -0.2%; NOD1 NF-kB reporter: -0.3%; GPR35 arrestin U2OS: -15.0%; GPR55 antagonists: -18.7%; HIV peptide binding: -0.1%; Myeloid diff 2: inactive; NOD2 inhibition: -43.2%; KOR beta-arrestin-1: -3.1%; KOR beta-arrestin-2: -1.2%; Myeloid diff 2 GFP+ MAC1+ %: 0.6

What do the screens show for `CCOC(=O)c1cnc2c(ccc3ccccc32)c1NCCN(C)C`?
GPR55 activation: 0.6%; NOD1 NF-kB reporter: -19.8%; GPR35 arrestin U2OS: -0.3%; GPR55 antagonists: -15.7%; HIV peptide binding: -0.1%; Myeloid diff 2: inactive; NOD2 inhibition: -1.4%; KOR beta-arrestin-1: -9.0%; KOR beta-arrestin-2: -0.6%; Myeloid diff 2 GFP+ MAC1+ %: 0.6

How did O=C(O)/C(=C\c1ccc(-c2ccccc2[N+](=O)[O-])o1)c1ccccc1 do in these assays?
GPR55 activation: -0.2%; NOD1 NF-kB reporter: -38.4%; GPR35 arrestin U2OS: -10.6%; GPR55 antagonists: -16.9%; HIV peptide binding: 8.6%; Myeloid diff 2: inactive; NOD2 inhibition: -0.9%; KOR beta-arrestin-1: -12.0%[20 µM]; KOR beta-arrestin-2: -3.1%; Myeloid diff 2 GFP+ MAC1+ %: 0.8

Results for COc1ccc(NC(=S)N2CCN(Cc3cccc(F)c3)CC2)c(OC)c1 ?
GPR55 activation: 0.2%; NOD1 NF-kB reporter: -23.7%; GPR35 arrestin U2OS: -0.6%; GPR55 antagonists: -6.3%; HIV peptide binding: 0.3%; Myeloid diff 2: inactive; NOD2 inhibition: 13.4%; KOR beta-arrestin-1: -27.8%[20 µM]; KOR beta-arrestin-2: -1.9%; Myeloid diff 2 GFP+ MAC1+ %: 0.7

Results for CC(=O)c1cccc(N2C(=O)C3C(C(=O)Nc4cc(C)on4)C4(C)C=CC3(O4)C2C(=O)NC(C)(C)C)c1 (stereo unspecified) ?
GPR55 activation: -0.3%; NOD1 NF-kB reporter: -10.5%; GPR35 arrestin U2OS: -15.4%; GPR55 antagonists: -4.6%; HIV peptide binding: -1.3%; Myeloid diff 2: inactive; NOD2 inhibition: 18.5%; KOR beta-arrestin-1: -1.1%[20 µM]; KOR beta-arrestin-2: -1.0%; Myeloid diff 2 GFP+ MAC1+ %: 0.4

How did CS(=O)(=O)c1ccc(C(=O)OC2CCOC2=O)cc1[N+](=O)[O-] (stereo unspecified) do in these assays?
GPR55 activation: -0.2%; NOD1 NF-kB reporter: -6.5%; GPR35 arrestin U2OS: 14.5%; GPR55 antagonists: 8.6%; HIV peptide binding: 0.8%; Myeloid diff 2: inactive; NOD2 inhibition: -1.4%; KOR beta-arrestin-1: 21.5%; KOR beta-arrestin-2: 1.2%; Myeloid diff 2 GFP+ MAC1+ %: 0.9

What do the screens show for `CC(C)(C)NC(=O)CN(Cc1cccs1)C(=O)CN1C(=O)C(=O)c2ccccc21`?
GPR55 activation: -0.5%; NOD1 NF-kB reporter: -22.1%; GPR35 arrestin U2OS: -13.5%; GPR55 antagonists: 5.0%; HIV peptide binding: -0.8%; Myeloid diff 2: inactive; NOD2 inhibition: 5.9%; KOR beta-arrestin-1: 20.6%; KOR beta-arrestin-2: -0.7%; Myeloid diff 2 GFP+ MAC1+ %: 0.6

How did COc1ccc(S(=O)(=O)NCCSCc2ccco2)cc1OC do in these assays?
GPR55 activation: 0.3%; NOD1 NF-kB reporter: 12.0%; GPR35 arrestin U2OS: 7.8%; GPR55 antagonists: -4.5%; HIV peptide binding: 0.0%; Myeloid diff 2: inactive; NOD2 inhibition: -13.0%; KOR beta-arrestin-2: 0.5%; Myeloid diff 2 GFP+ MAC1+ %: 0.8

How did COc1ccc(OCC2c3cc(OC)c(OC)cc3CCN2C(=O)C(C)C)cc1 (stereo unspecified) do in these assays?
GPR55 activation: -0.6%; NOD1 NF-kB reporter: 7.0%; GPR35 arrestin U2OS: -10.7%; GPR55 antagonists: 0.4%; HIV peptide binding: 0.3%; Myeloid diff 2: inactive; NOD2 inhibition: 20.4%; KOR beta-arrestin-1: -10.6%; KOR beta-arrestin-2: -2.8%; Myeloid diff 2 GFP+ MAC1+ %: 0.3

How did COC(=O)c1c(NC(=O)CN2C(=O)NC3(CCc4ccccc4C3)C2=O)sc2c1CCCCC2 (stereo unspecified) do in these assays?
GPR55 activation: 1.0%; NOD1 NF-kB reporter: -3.0%; GPR35 arrestin U2OS: 0.9%; GPR55 antagonists: 14.4%; HIV peptide binding: 3.8%; Myeloid diff 2: inactive; NOD2 inhibition: 7.9%; KOR beta-arrestin-1: 33.1%; KOR beta-arrestin-2: -3.2%; Myeloid diff 2 GFP+ MAC1+ %: 0.3

Source: PubChem BioAssay (several laboratories)
